Assay outcomes from PubChem.
dFosB act: activators of mouse delta FosB homodimer | purified delta FosB, TAMRA-CDK5 oligo fluorescence polarization; percent of positive-control signal above neutral wells | hit rate 0.99% among 340,000 | activation, % at 25 µM;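 active means mean activation above about 17%, with every replicate also reaching it, limit read from the data, passing the limit was not always enough; inconclusive means only one of the two conditions met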;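 further: fluorescence polarization rise as delta FosB binds a TAMRA Cdk5 AP-1 oligo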
Rtt109 Vps75: inhibitors of Candida albicans Rtt109/Vps75 histone acetyltransferase | inhibition, % at 34.9 µM | purified Rtt109/Vps75, ThioGlo CoA-SH fluorescence, 4 h | hit rate 0.16% among 330,000 | AID 540336;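 active means inhibition of at least 50% in every replicate; inconclusive means best replicate reaches 50% inhibition but some replicates fall short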
Target sequence (Q5AAJ8 whole entry, looked up): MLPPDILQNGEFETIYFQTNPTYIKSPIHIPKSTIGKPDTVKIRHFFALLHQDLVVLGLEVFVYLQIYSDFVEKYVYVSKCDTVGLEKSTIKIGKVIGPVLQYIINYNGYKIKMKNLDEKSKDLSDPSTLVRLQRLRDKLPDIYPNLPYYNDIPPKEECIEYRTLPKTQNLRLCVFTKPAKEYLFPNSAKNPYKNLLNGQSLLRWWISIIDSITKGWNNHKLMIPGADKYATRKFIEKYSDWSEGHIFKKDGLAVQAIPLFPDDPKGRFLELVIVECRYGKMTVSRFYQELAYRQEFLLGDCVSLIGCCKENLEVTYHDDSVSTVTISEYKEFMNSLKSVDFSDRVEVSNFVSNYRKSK
MITF act: MITF TRPM1 promoter activation in melanoma cells; hit rate 0.75% among 300,000; SK-MEL-5 TRPM1-promoter luciferase, 24 h; % of positive control, neutral wells = 0; AID 588334; activation, % at 12.5 µM;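 active means mean activation of at least 80% with every replicate also reaching 80%; inconclusive means mean reaches 80% but some replicate falls short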;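 further: 0% = neutral control wells and 100% = parthenolide positive control wells; values of inactives mirror those of a sister screen read the other way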
SR-BI uptake up: activators of SR-BI mediated HDL lipid uptake | hit rate 0.096% among 320,000 | CHO ldlA[mSR-BI] cells, DiI-HDL uptake fluorescence, 3 h; 100 = double the neutral-control signal | activation, % at 12.5 µM;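 active means mean replicate activation of at least 60% and every replicate at or above 60%; inconclusive means mean or all-replicate condition met, but not both; inactive means mean below 60% and not all replicates reaching 60%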;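 further: 0% = median plate neutral-control signal and 100% = twice that signal; values of inactives mirror those of a sister screen read the other way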
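material = CHO ldlA[mSR-BI] cells | medium = Ham's F12 with 0.5% BSA, HEPES 25 mM, pH 7.4 | reagent = fluorescent DiI-HDL, 10 µg/mL final | compound dosing = single-point compound dose | incubation = 3 h, 37 °C | measured by = bottom-read fluorescence, 550/595 nm | measure = HDL uptake via cellular fluorescence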
PfHsp90 set2: growth inhibition of yeast expressing Plasmodium Hsp90 | S. cerevisiae expressing PfHsp90, BacTiter-Glo ATP, 48 h; yeast lacking PDR1 and PDR3 efflux regulators | inhibition, % at 9.4 µM | hit rate 0.32% among 310,000;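 active means every replicate shows inhibition above about 80%, whatever the replicate mean, limit read from the data; inconclusive means mean inhibition reaches the set limit but some replicate falls short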;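 further: 0% = DMSO neutral controls and 100% = 20 µM radicicol positive controls; yeast relying on Plasmodium falciparum Hsp90 in place of its own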
NSD2 inh: blocks human histone methyltransferase NSD2. O96028. NSD2 peptide methylation, AlphaScreen, 120 min. inhibition, % at 12.5 µM. hit rate 0.54% among 310,000; in the data active means inhibition above about 50%
SR-BI DiI inh: mouse SR-BI HDL lipid transfer inhibition. ldlA[mSR-BI] CHO cells, DiI-HDL uptake fluorescence, 3 h. inhibition, % at 12.5 µM. hit rate 0.96% among 320,000;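 active means mean replicate inhibition of at least 70% and a set share of replicates each scoring 70 or more; inconclusive means meets just one of the two criteria; inactive means fails both criteria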;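 further: 0% = median of neutral control wells and 100% = median of positive control wells; values of inactives mirror those of a sister screen read the other way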
Target sequence (Q61009 whole entry, looked up): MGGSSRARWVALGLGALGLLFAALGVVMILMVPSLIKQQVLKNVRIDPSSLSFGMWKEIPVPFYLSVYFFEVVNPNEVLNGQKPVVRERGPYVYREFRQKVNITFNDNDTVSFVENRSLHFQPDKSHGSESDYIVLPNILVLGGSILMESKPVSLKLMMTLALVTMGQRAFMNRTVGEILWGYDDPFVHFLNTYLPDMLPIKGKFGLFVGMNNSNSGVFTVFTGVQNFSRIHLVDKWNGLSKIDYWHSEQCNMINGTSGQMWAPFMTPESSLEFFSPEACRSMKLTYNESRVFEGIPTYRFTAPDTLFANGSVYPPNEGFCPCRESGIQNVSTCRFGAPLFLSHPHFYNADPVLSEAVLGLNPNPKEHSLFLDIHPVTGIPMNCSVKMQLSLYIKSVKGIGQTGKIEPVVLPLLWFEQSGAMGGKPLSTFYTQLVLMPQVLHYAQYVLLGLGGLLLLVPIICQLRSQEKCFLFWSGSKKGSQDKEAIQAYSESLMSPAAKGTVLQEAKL
CAL PDZ FP-1: inhibitors of human CAL PDZ peptide binding; Q9HD26; purified CAL PDZ, TMR-peptide fluorescence polarization, 1 h; inhibition, % at 20 µM; hit rate 0.02% among 330,000; AID 504414;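 active means highest replicate inhibition of at least 40%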;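 further: plate controls were DMSO neutral control wells for no effect and unlabeled competitor peptide control wells for full effect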
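material = purified tagged CAL PDZ domain construct (CerCALP) | compound dosing = 20 µM, one dose | times = 1 h at RT | measured by = fluorescence polarization from S- and P-plane intensities, G-factor corrected | read-out = inhibition from polarization loss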
PvdQ acylase: blocks Pseudomonas aeruginosa PvdQ acylase activity; inhibition, % at 10 µM; purified PvdQ acylase, fluorescence plate reader; hit rate 0.063% among 340,000; in the data active means inhibition above about 30%, passing the limit was not always enough; inconclusive means no clear call, values can overlap the other calls;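 further: 0% = vehicle neutral wells and 100% = reference inhibitor wells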
CAL PDZ FP-2: CAL PDZ (human) peptide binding inhibition; inhibition, % at 24.9 µM; hit rate 0.92% among 300,000; purified CAL PDZ, TMR-peptide fluorescence polarization, 1 h; Q9HD26; AID 602252;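 active means mean inhibition of at least 30% with at least half of replicates also reaching 30%; inconclusive means no clear call, values can overlap the other calls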;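 further: 0% = DMSO neutral control and 100% = excess unlabeled competitor peptide PRC23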
Numbers without * were called inactive; ? = inconclusive; · = no result given. The order is random; about 4.3% have a hit in one of these screens.

SMILES	dFosB act	Rtt109 Vps75	MITF act	SR-BI uptake up	PfHsp90 set2	NSD2 inh	SR-BI DiI inh	CAL PDZ FP-1	PvdQ acylase	CAL PDZ FP-2
COc1ccc(N2CCN(C(=O)CSc3nnc(C)c(=O)[nH]3)CC2)cc1	-2	9	6	16	6	-2	-16	0.1	9	-3
Cc1ccccc1OCC(=O)NS(=O)(=O)c1ccc(Cl)cc1	-5	-4	-6	4	2	-2	-4	-3.2	6	-5
COC(=O)Nc1ccccc1C(=O)N1CCC(O)(c2ccc(Cl)cc2)CC1	-5	8	5	16	4	-2	-16	-0.4	9	6
COC(=O)C1=C(C(=O)OC)[C@@H]2N(Cc3ccccc3)c3ccccc3[C@@]23C[C@@H](C(=O)OC)N(C(=O)COCc2ccccc2)C3=N1	-8	5	5	41	10	·	-41	-0.5	-16	-4
CCN1CCN(C(=S)Nc2cc(S(=O)(=O)N(CC)CC)ccc2C)CC1	-14	1	-8	9	11	11	-9	-2.9	-20	-2
CCn1c(CCNC(=O)c2ccc(OC)c(OC)c2)nc2ccccc21	-2	0	·	-44	·	1	44	-2.2	-1	4
COc1cc(OC)c(C(=O)OCC(=O)NCCC2=CCCCC2)cc1OC	-5	-1	-6	-5	-10	·	5	-3.7	1	2
CCCCn1c(=O)c(CCC(=O)OCC(=O)NC(=O)NCCOC)nc2ccccc21	-7	-1	2	-5	6	1	5	0.1	-6	-2
COC(=O)Cn1nc(C)c2ccccc2c1=O	4	-2	-2	-6	-6	-2	6	-1.9	-14	-1
COc1ccc(CNC2CCCCC2)cc1	0	-1	-10	32	5	-1	-32	-1.5	-5	·
CCCN(CC(=O)Nc1ccccc1C)C(=O)c1ccc(OCc2c(C)noc2C)cc1	-11	1	-9	-11	·	1	11	-1.6	-3	0
CCSc1cc(C)nc2c(-c3ccccc3)cnn12	-1	0	15	-18	-13	-2	18	-1.3	5	-1
Cc1nnc(NS(=O)(=O)c2ccc(Br)cc2)s1	7	2	·	-9	19	-2	9	-1.2	-8	-1
Cc1ccnc(NC(=O)CCC(=O)N(CC(=O)NC2CCCCC2)c2ccc3c(c2)OCO3)c1	-1	14	2	19	·	2	-19	-1.0	-12	14
Cc1ccc(NC(=O)N(O)C2CCCCC2C#N)cc1 (configuration not stated)	0	6	26	11	13	18	-11	-0.9	-18	-12
CCc1ccc(NC(=O)c2ccc(C3SCC(=O)N3CCc3ccccc3)cc2)cc1 (configuration not stated)	1	-3	-11	-49	3	-2	49	-1.4	-2	0
CCC(c1nnnn1Cc1ccccc1)N1CCN(c2ccccc2)CC1 (configuration not stated)	-14	0	0	-2	·	0	2	-2.7	7	4
NCCNCCNCCN	1	8	19	9	14	·	-9	-1.1	7	0
CC(C)c1nnc(NC(=O)Cn2nc(-c3ccc4c(c3)OCCO4)ccc2=O)s1	-9	29	-2	24	-13	-8	-24	-1.6	6	·
CCOCCCNC(=O)N[C@@H](C)C(=O)OC	8	-9	7	25	-8	-7	-25	·	-14	62*
CC(=O)c1cccc(NC(=O)c2noc3c2CCc2ccccc2-3)c1	3	-4	?	·	-28	-6	·	0.2	-10	-4
COc1ccc(NC(=O)CCn2c(=O)c3cccn3c3ccccc32)cc1	8	0	-1	-52	18	29	52	-3.8	-13	-4
Cn1c(=O)oc2cc(S(=O)(=O)NCc3ccc(F)cc3)ccc21	-3	-4	-6	22	-25	0	-22	-3.1	-16	-2
Cn1nc(C(F)(F)F)c(-c2ccccc2)c1NC(=O)c1ccco1	-7	2	·	25	1	31	-25	-0.4	-10	-5
COc1ccc(C)cc1S(=O)(=O)NC(C)C(=O)Nc1ccc2c(c1)OCO2 (configuration not stated)	-10	1	5	·	-24	0	·	-1.3	-10	-4
Cc1ccc(C2=CSC3=NCCN23)c(C)c1	1	16	-7	·	19	4	·	-0.2	-77	9
CN(C(=O)c1c[nH]c(=O)cc1C(F)(F)F)c1ccc(Cl)cc1	-5	16	-6	27	-7	-2	-27	-1.4	7	14
CC1CCC2(CC1)NC(=O)N(CC(=O)N1CCN(C(=O)c3cccs3)CC1)C2=O (configuration not stated)	1	5	8	19	5	-1	-19	0.6	9	3
OC(CC#CCN1CCCCC1)(c1ccccc1)c1ccccc1	-6	-19	-2	21	20	-1	-21	0.6	0	·
CCOCC(=O)Nc1nnc(COC)s1	1	-3	-1	14	4	0	-14	-1.0	-1	-2
CN(C)c1cccc(C(=O)NCCCSc2ccccc2)c1	-1	1	14	-62	-1	13	62	-2.5	-3	-2
O=C(NCc1ccc2c(c1)OCO2)c1cc(-c2ccccc2Cl)on1	-9	-4	-1	23	-4	7	-23	·	-15	-3
Cc1c(Cl)cccc1N1C(=O)C(N2C(=O)c3cccc([N+](=O)[O-])c3C2=O)C1c1cccs1 (configuration not stated)	-4	-9	8	-4	-20	·	4	-0.5	-3	1
O=C(NCc1ccccc1)c1ccc(CS(=O)(=O)Cc2ccc(F)cc2)o1	-1	-9	-1	-13	14	2	13	-0.3	-1	4
CNC(=O)c1cc(Cl)c(OC)c(OC)c1	-1	-5	11	20	5	-1	-20	0.6	-6	-3
CCC(CO)Nc1ncnc2onc(-c3ccc(F)cc3)c12 (configuration not stated)	10	·	1	-3	8	0	3	0.3	2	-1
CCN(CC(=O)Nc1ccccc1OC)C(=O)CN1C(=O)NC2(CCCC2)C1=O	9	-3	-3	17	-10	2	-17	-2.2	-7	-2
CC(SCc1cc(=O)n2c([nH]c3ccccc32)c1C#N)C(=O)O (configuration not stated)	-23	-4	-15	-16	21	·	16	0.4	-12	-2
Cc1nc2ccccn2c1C(=O)N/N=C/c1ccccc1Cl	-14	-8	·	-12	9	-3	12	-1.6	-19	-3
O=C1Nc2ccccc2C(O)(C(=O)NCc2ccco2)N1c1ccccc1 (configuration not stated)	-2	-4	-2	5	10	·	-5	-2.1	-10	8
CC(C)=NOCC(=O)Nn1c(COc2c(C)cccc2C)nc2ccccc2c1=O	-5	-8	4	·	19	57*	·	-0.1	-7	·
COc1cccc(CNC(=O)C2CCC(CNS(=O)(=O)c3cccc4nsnc34)CC2)c1 (configuration not stated)	-1	-6	5	·	-13	·	·	-0.3	-5	·
CCn1c2ccc(C)cc2c2nnc(NN)nc21	0	7	-34	-43	-8	17	43	-0.1	-1	-11
N=C(N)Sc1nc(N2CCCCC2)nc(N2CCCCC2)n1	-2	4	0	38	8	49	-38	-1.6	-8	-2
Cc1cc2occ(CC(=O)NCc3cccs3)c2cc1C(C)C	-6	-3	1	6	-26	·	-6	-0.8	-7	-4
Cc1nc(N2CCC(C)CC2)c2c(C)c(C(=O)Nc3cccc(C(F)(F)F)c3)sc2n1	-6	·	1	-87	41	·	87*	-2.6	5	-2
C[C@@H]1CC=C[C@H]2[C@H]1C(=O)N(Cc1ccccc1)[C@H]2c1ccc(Br)cc1F	0	-7	4	8	-15	·	-8	-0.4	-4	-3
Cc1noc(C)c1NC(=O)N(C)C[C@H]1Oc2ccc(NC(=O)CCN3CCOCC3)cc2C(=O)N([C@H](C)CO)C[C@@H]1C	-16	-9	0	30	8	·	-30	-1.1	-10	4
COc1ccc(C2=NN(CC(=O)Nc3cc(C)ccc3C)C(=O)CC2)cc1	-9	-9	-8	·	-17	5	·	-3.4	0	-1
CC[C@@]12C(=O)N(c3cccc(Br)c3)C(=O)N1[C@H](c1ccc(OC)cc1)[C@@H]1C(=O)N(C(C)(C)C)C(=O)[C@@H]12	-9	-5	3	19	9	·	-19	0.4	-9	-2
CCc1noc(C)c1C(=O)N1CCN(S(=O)(=O)c2ccc(Br)cc2Cl)CC1	-6	-7	-1	-48	·	1	48	1.5	9	-2
O=C(CCCn1ncn2c(cc3occc32)c1=O)NCc1ccccc1F	0	0	1	-3	10	-1	3	-2.0	-10	-3
CN1CCN(c2ccc(NC(=O)c3ccc(-c4ccc(Br)cc4)o3)cc2)CC1	41*	·	-8	-39	17	6	39	1.7	9	3
Cc1c(C(=O)O)oc2c(F)cccc12	8	1	-4	6	-22	-2	-6	-0.7	-6	4
COc1ccccc1NC(=S)NCCc1ccccc1	-1	4	7	2	-2	·	-2	-0.7	-11	8
CCOc1cc(C2NC(=O)NC(C)=C2C(=O)OC(C)CC)cc(Br)c1O (configuration not stated)	-10	6	·	11	·	-1	-11	-6.4	-7	-1
c1ccc2c(NC3=NCCCCS3)cccc2c1	1	-8	6	16	4	0	-16	·	-13	34*
CCOc1cc(-n2cnnn2)c(OCC)cc1NC(=O)c1cnccn1	0	3	4	-23	-29	3	23	-2.5	-3	-8
CCOC(=O)c1c(NC(=O)C2=C(C)NC(=S)NC2c2ccc(F)cc2)sc(C)c1C (configuration not stated)	-15	10	2	-71	-18	-2	71*	0.1	7	-4
Cc1noc(C)c1C(=O)NC1CCCc2ccccc21 (configuration not stated)	2	10	2	-3	-42	·	3	-1.4	-8	-1

Reprinted from the results shown for reference:
SMILES	dFosB act	Rtt109 Vps75	MITF act	SR-BI uptake up	PfHsp90 set2	NSD2 inh	SR-BI DiI inh	CAL PDZ FP-1	PvdQ acylase	CAL PDZ FP-2
CCOC(=O)c1c(NC(=O)C2=C(C)NC(=S)NC2c2ccc(F)cc2)sc(C)c1C (configuration not stated)	-15	10	2	-71	-18	-2	71*	0.1	7	-4
Cc1noc(C)c1C(=O)NC1CCCc2ccccc21 (configuration not stated)	2	10	2	-3	-42	·	3	-1.4	-8	-1

The results go on.
SMILES	dFosB act	Rtt109 Vps75	MITF act	SR-BI uptake up	PfHsp90 set2	NSD2 inh	SR-BI DiI inh	CAL PDZ FP-1	PvdQ acylase	CAL PDZ FP-2
CN(CC(=O)Nc1ccc(Cl)c(C(F)(F)F)c1)CC(=O)NC1CCCCC1	-11	-6	-3	-2	8	-3	2	0.7	-15	-2
C#CCOCCOCCOCCNc1nc(N2CCN(C(=O)Cn3cc(CCCCN)nn3)CC2)nc(N2CCN(C(=O)[C@H]([C@@H](C)CC)n3cc(CCCN=C(N)N)nn3)CC2)n1	6	4	5	9	-15	·	-9	0.4	-10	-1
COC(=O)c1scc(C)c1N/N=C(\C)c1cc(F)c(Cl)cc1F	-1	0	4	-58	26	1	58	-1.2	18	-5
O=C(CNS(=O)(=O)c1ccc(Br)s1)NCc1ccc2c(c1)OCO2	-7	6	-6	12	·	1	-12	-2.7	-6	·
COc1ccc(CC(=O)N2CCN(S(=O)(=O)c3cccs3)CC2)cc1OC	0	20	2	·	9	-1	·	-0.1	1	·
CCOC(=O)c1c(NC(=S)NC(=O)c2cnn(CC)c2)sc2c1CCC(C)C2 (configuration not stated)	4	-15	5	·	-21	2	·	-0.5	8	1
O=C(N/N=C/c1ccco1)C1CC1	0	-76	-6	3	7	-1	-3	0.1	-5	-2
COc1ccc(OC)c(NC(=O)CSc2nnc(-c3ccco3)n2-c2ccccc2)c1	-8	-3	1	5	-15	-1	-5	-0.8	-8	0
